CRFR2-BP ag = agonists of human CRF-binding protein/CRF-R2 receptor complex; HEK293 CRF-R2/CRF-BP, calcium dye fluorescence (FLIPR); percent of saturating CRF peptide response; hit rate 0.46% among 350,000; activation, % at 13.2 µM;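 active = activation of at least 50%, plus an integration ratio under a set limit after plate pattern correction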;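 also: plate controls were neutral control wells without compound for no effect and CRF at EC100 for full effect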
SUMO HTRF inh = inhibitors of human SUMOylation (UBC9); P63279; HTRF SUMOylation assay, SAE1/SAE2 + UBC9, in vitro; inhibition, % at 35 µM; hit rate 0.36% among 290,000; AID 2006; in the data active = inhibition above about 50%, passing the limit was not always enough; also: strong numbers were not always called active
FID counter = displaces DNA intercalator in HCV helicase counter-screen; DNA fluorescent intercalator displacement, fluorescence; inhibition, % at 7.9 µM; hit rate 0.17% among 290,000; AID 1845; in the data active = inhibition above about 37%;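 also: 0% = vehicle and 100% = reference compound; higher means more ethidium bromide displaced from hairpin DNA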
NS3 helicase inh = inhibitors of Hepatitis C virus NS3 helicase; NS3 helicase DNA unwinding, Cy5 molecular beacon fluorescence; inhibition, % at 10.9 µM; hit rate 0.56% among 290,000;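 active = inhibition above the mean of all tested compounds plus 3 SD, set per campaign, cut at about 35% in these data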;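 also: 0% = DMSO wells and 100% = thioflavine S control wells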
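assay system = NS3 helicase fragment of HCV | buffer or medium = MOPS pH 6.5, MgCl2, DTT, Tween20, BSA | timing = 60 min unwinding reaction at 25 °C after ATP addition | signal = Cy5 beacon fluorescence read at start and 1 h | read-out basis = % inhibition of unwinding | control set = low DMSO, high thioflavine S at 110 µM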
GalR3 antag = antagonists of human GalR3 | inhibition, % at 3 µM | O60755 | AID 651719 | hit rate 0.44% among 360,000 | HEK293 GalR3-CNG cAMP membrane potential fluorescence; galR3 body fused to GalR1 C-terminus;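 active = inhibition above the screen-wide average plus 3 SD, cut at about 13% in these data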;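 also: forskolin and galanin both at EC90 stimulate the cells; cAMP rise reported by CNG channel membrane potential dye signal; 0% = forskolin plus galanin with DMSO and 100% = forskolin alone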
Target sequence (O60755 1-299 limits assumed): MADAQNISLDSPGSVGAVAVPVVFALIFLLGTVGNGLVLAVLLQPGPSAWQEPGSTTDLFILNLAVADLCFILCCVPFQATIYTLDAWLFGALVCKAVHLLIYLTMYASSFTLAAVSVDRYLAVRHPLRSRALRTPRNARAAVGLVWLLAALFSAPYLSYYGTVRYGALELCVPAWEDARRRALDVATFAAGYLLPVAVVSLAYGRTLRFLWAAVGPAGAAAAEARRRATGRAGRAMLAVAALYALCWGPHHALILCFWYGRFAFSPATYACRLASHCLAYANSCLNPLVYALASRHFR
MEKK3 PB1 HTS = MEKK3-MEK5 PB1 interaction, increase or decrease | Q99759 | bead-based flow cytometry, Alexa488-MEK5 binding to MEKK3; actives lie on both sides; 0 = blocked by unlabeled MEK5, 100 = vehicle | binding response (% of control), % at 10 µM | hit rate 1.4% among 290,000 | AID 1529;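 active = binding response more than 3 SD above or below the average of its plate-row segment, actives on both sides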;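 also: Alexa488 bead fluorescence after subtracting the streptavidin-only scavenger bead signal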
Target sequence (Q99759 whole entry, looked up): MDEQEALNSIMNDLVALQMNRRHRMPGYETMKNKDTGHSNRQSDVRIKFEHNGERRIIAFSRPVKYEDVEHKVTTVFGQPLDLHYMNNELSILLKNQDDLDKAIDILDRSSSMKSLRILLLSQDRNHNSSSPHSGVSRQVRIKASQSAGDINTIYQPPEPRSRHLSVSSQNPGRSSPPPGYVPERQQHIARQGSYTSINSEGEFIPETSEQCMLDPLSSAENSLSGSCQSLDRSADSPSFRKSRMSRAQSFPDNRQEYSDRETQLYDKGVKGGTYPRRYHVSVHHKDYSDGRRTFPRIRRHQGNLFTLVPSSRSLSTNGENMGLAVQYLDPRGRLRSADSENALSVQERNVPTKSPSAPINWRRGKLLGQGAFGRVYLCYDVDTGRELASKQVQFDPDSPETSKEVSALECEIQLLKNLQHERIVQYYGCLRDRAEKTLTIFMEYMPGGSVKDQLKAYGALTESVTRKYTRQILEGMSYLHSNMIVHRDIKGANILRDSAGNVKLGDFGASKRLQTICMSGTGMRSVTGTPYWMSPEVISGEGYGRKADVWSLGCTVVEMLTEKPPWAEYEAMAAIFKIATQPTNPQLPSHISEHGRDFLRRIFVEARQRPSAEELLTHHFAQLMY
MEKK2wt PB1 HTS = raises or lowers MEK5 binding to wildtype human MEKK2 PB1 domain; Q9Y2U5; bead flow cytometry, Alexa488-MEK5 binding to MEKK2 WT; actives lie on both sides; AID 1531; hit rate 1.1% among 290,000; binding response (% of control), % at 10 µM; in the data active = binding response below about 67% or above about 130%
MEKK2mut PB1 HTS = signal of MEK5 binding to mutant human MEKK2 PB1 domain | bead flow cytometry, Alexa488-MEK5 binding to MEKK2 mutant | percent response, % at 10 µM | hit rate 0.35% among 290,000; in the data active = percent response above about 24%, passing the limit was not always enough; also: inactives centre near 1; some results filed as inactive read as strong as hits
CRFBP-R2 block = antagonists of CRF-binding protein/CRF-R2 receptor complex; HEK293 CRF-R2/CRF-BP, CRF-induced calcium fluorescence; inhibition, % at 11.8 µM; hit rate 0.59% among 350,000;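 active = inhibition of the ligand-induced calcium signal above about 50% at the single tested concentration, limit read from the data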
* hit, by the source's call; . = no result given. These rows are one share of the data; the hit share may differ from the screen's.

Assay codes – A = CRFR2-BP ag; B = SUMO HTRF inh; C = FID counter; D = NS3 helicase inh; E = GalR3 antag; F = MEKK3 PB1 HTS; G = MEKK2wt PB1 HTS; H = MEKK2mut PB1 HTS; I = CRFBP-R2 block
1. CCCOc1ccc(/C=N/NC(=S)Nc2ccccc2[N+](=O)[O-])c(O)c1
  A: -3.1	B: -25	C: -3	D: 26	E: -4	F: 96	G: 104	H: 1	I: 14
2. Cc1cc(C)c2nc(SCC(=O)Nc3ccccc3N3CCOCC3)c(C#N)cc2c1
  A: 0.0	B: .	C: -6	D: 9	E: 2	F: .	G: .	H: .	I: -4
3. O=C(CBr)N1CCc2ccccc2C(c2ccccc2)C1 (stereo unspecified)
  A: -0.5	B: 16	C: -3	D: -2	E: 3	F: 100	G: 106	H: 3	I: -10
4. COc1cccc(CC(=O)NC2CCCN(Cc3ccc(Cl)cc3)C2)c1 (stereo unspecified)
  A: 1.0	B: -10	C: 2	D: 7	E: -13	F: 107	G: 113	H: 16	I: -1
5. CC(=O)Nc1ccccc1NC(=O)C/C(C)=N/NC(=O)c1cccnc1
  A: 1.9	B: 3	C: -13	D: 4	E: -9	F: 103	G: 103	H: 2	I: 5
6. COc1cc(C(=O)N2CCNCC2)cc(OC)c1OC
  A: 0.1	B: 11	C: -3	D: -19	E: -7	F: 106	G: 102	H: 0	I: 11
7. COc1ccc(C2=NOC(C)(c3nnc(-c4ccc(Cl)cc4)o3)C2)cc1 (stereo unspecified)
  A: -0.4	B: .	C: .	D: .	E: -7	F: 109	G: 104	H: 2	I: -6
8. Cc1ccc(-n2ncc3c2CCCC3NC(=O)CCc2cnn(C)c2)cc1C (stereo unspecified)
  A: -1.9	B: 13	C: -41	D: -1	E: -1	F: 104	G: 108	H: 8	I: -5
9. COc1ccc(Cl)cc1NC(=O)CN1CCc2ccccc21
  A: 0.7	B: -6	C: -5	D: -6	E: -4	F: 87	G: 87	H: -11	I: 20
10. CC(C)(C)NC(=O)c1ccc2c3c(cccc13)CC2
  A: -1.6	B: -9	C: -8	D: -3	E: -7	F: 102	G: 99	H: 1	I: -9
11. O=C(c1cccs1)N1CCN(C(=O)N2CCOCC2)CC1
  A: 0.4	B: 8	C: 0	D: -5	E: -6	F: 103	G: 103	H: 2	I: -8
12. O=C1N/C(=C\c2ccc(O)cc2)C(O)=C1C=NCc1ccccc1
  A: 1.8	B: -5	C: 5	D: -17	E: -5	F: 93	G: 95	H: -3	I: -76
13. CCC(=O)NNc1nc2c(C)cccc2s1
  A: 2.1	B: -3	C: -9	D: 13	E: -6	F: 103	G: 97	H: -3	I: -7
14. CCOC(=O)NCc1ccc2c(c1)cc(C)n2C
  A: 1.2	B: 22	C: -12	D: -2	E: -5	F: 99	G: 96	H: 6	I: -10
15. CCOc1ccccc1NC(=O)CCCc1ccc(OC)c(C)c1
  A: -0.3	B: -7	C: -29	D: 1	E: -8	F: 99	G: 101	H: 1	I: 18
16. CC(Oc1ccc(Cl)cc1Cl)C(=O)Nc1ccc(S(=O)(=O)Nc2cnc3ccccc3n2)cc1 (stereo unspecified)
  A: -0.9	B: 13	C: -36	D: -30	E: .	F: 99	G: 101	H: 4	I: 7
17. CCn1[nH]c(=O)c(=Nc2c(C)n(C)n(-c3ccccc3)c2=O)cc1-c1ccc(Cl)cc1
  A: -0.2	B: 18	C: -40	D: 2	E: -6	F: 110	G: 108	H: 0	I: -1
18. COC(=O)CN1C(=O)[C@H]2[C@@H](C3CC3)N3C(=O)CN(Cc4ccc(-c5ccccc5)cc4)C(=O)[C@@]3(Cc3ccccc3)[C@H]2C1=O
  A: -0.7	B: 3	C: -27	D: -2	E: -5	F: 100	G: 100	H: 1	I: -1
19. CCC(C(=O)Nc1cnccn1)c1ccccc1 (stereo unspecified)
  A: -0.6	B: 10	C: -3	D: 8	E: -8	F: 102	G: 108	H: 11	I: 4
20. CCOC(=O)CSc1nc2ccccc2c(=O)n1CC
  A: -1.4	B: 5	C: -14	D: 23	E: -2	F: 107	G: 103	H: 4	I: 9
21. Cc1cc(C)cc(NC(=O)C(=O)NCC2CCCO2)c1 (stereo unspecified)
  A: -0.6	B: 11	C: -9	D: 0	E: -2	F: 103	G: 98	H: -3	I: -1
22. COc1cccc(/C=N/NC(=S)Nc2cccc(C(=O)O)c2)c1O
  A: 12	B: 8	C: -24	D: 3	E: -2	F: 101	G: 101	H: -4	I: -2
23. N#Cc1cc2sc3nnc(-c4ccncc4)n3c2cc1C#N
  A: -0.1	B: 5	C: -4	D: 0	E: -3	F: 96	G: 96	H: -1	I: 4
24. COc1ccc(NS(=O)(=O)c2ccc3c(c2)n(C)c(=O)n3C)cc1
  A: 3.1	B: 2	C: -3	D: 2	E: -3	F: 100	G: 103	H: -1	I: -25
25. O=C(CCCCCNc1nc(=S)[nH]c2ccccc12)NCCc1ccc(Cl)cc1
  A: -6.0	B: 10	C: -2	D: -7	E: -4	F: 101	G: 99	H: -9	I: -7

Reprinted from the part before: 5 entries, followed by the next part.
Assay codes – A = CRFR2-BP ag; B = SUMO HTRF inh; C = FID counter; D = NS3 helicase inh; E = GalR3 antag; F = MEKK3 PB1 HTS; G = MEKK2wt PB1 HTS; H = MEKK2mut PB1 HTS; I = CRFBP-R2 block
21. Cc1cc(C)cc(NC(=O)C(=O)NCC2CCCO2)c1 (stereo unspecified)
  A: -0.6	B: 11	C: -9	D: 0	E: -2	F: 103	G: 98	H: -3	I: -1
22. COc1cccc(/C=N/NC(=S)Nc2cccc(C(=O)O)c2)c1O
  A: 12	B: 8	C: -24	D: 3	E: -2	F: 101	G: 101	H: -4	I: -2
23. N#Cc1cc2sc3nnc(-c4ccncc4)n3c2cc1C#N
  A: -0.1	B: 5	C: -4	D: 0	E: -3	F: 96	G: 96	H: -1	I: 4
24. COc1ccc(NS(=O)(=O)c2ccc3c(c2)n(C)c(=O)n3C)cc1
  A: 3.1	B: 2	C: -3	D: 2	E: -3	F: 100	G: 103	H: -1	I: -25
25. O=C(CCCCCNc1nc(=S)[nH]c2ccccc12)NCCc1ccc(Cl)cc1
  A: -6.0	B: 10	C: -2	D: -7	E: -4	F: 101	G: 99	H: -9	I: -7
26. O=C(NCc1cccnc1)C(=O)Nc1ccc([N+](=O)[O-])cc1
  A: -2.4	B: 1	C: 1	D: -10	E: -1	F: 108	G: 102	H: -2	I: 7
27. COc1ccccc1NC(=O)CSc1nnc(NC(=O)C2CC2)s1
  A: 0.8	B: 1	C: -14	D: -4	E: -6	F: 100	G: 95	H: -5	I: -10
28. CCn1nc(NC(=O)c2ccncc2)c2cc3cc(C)ccc3nc21
  A: -1.0	B: -6	C: -13	D: 6	E: -1	F: 101	G: 102	H: 1	I: 4
29. COc1ccc(CNC(=O)CNC(c2ccccc2)c2ccccc2)cc1OC
  A: -0.4	B: 10	C: -27	D: -9	E: -6	F: 101	G: 98	H: 5	I: 0
30. CCN(CC)c1nc(N2CCOCC2)nc2ccccc12
  A: 0.3	B: 4	C: 5	D: 16	E: -9	F: 90	G: 99	H: 4	I: -3
31. O=C(Nc1ccc(C(=O)O)cc1)/C(=C\c1ccc2c(c1)OCO2)NC(=O)c1ccco1
  A: 3.1	B: 14	C: -10	D: -2	E: -3	F: 100	G: 97	H: -1	I: -7
32. CCCCn1c(N)c(N(CC)C(=O)c2ccc(C)cc2)c(=O)[nH]c1=O
  A: -0.4	B: 14	C: -5	D: 3	E: -7	F: 96	G: 97	H: -6	I: -7
33. COc1cccc(-c2nc(CS(=O)(=O)CC(=O)NCCc3ccc(OC)cc3OC)c(C)o2)c1
  A: -3.1	B: 10	C: -45	D: -16	E: -2	F: 101	G: 104	H: 0	I: 16
34. COc1cc(C(=O)NCC(=O)OC(C)C(=O)Nc2ncc(Cl)cc2Cl)cc(OC)c1OC (stereo unspecified)
  A: 0.6	B: 4	C: -14	D: 3	E: -1	F: 55	G: 70	H: -13	I: -6
35. CCOC(=O)c1cc2c(c(CSc3nc4ccccc4c(=O)n3Cc3ccco3)c1)OCOC2
  A: 8.7	B: 20	C: -6	D: 5	E: .	F: 97	G: 94	H: 2	I: -40
36. CCCC(=O)Nc1nnc(Sc2ccc(N(C)C)cc2)s1
  A: -1.3	B: -1	C: -3	D: 5	E: -2	F: 103	G: 102	H: 3	I: 69*
37. O=C(CN1CCOCC1)Nc1ccccc1C(=O)Nc1ccccc1
  A: -0.8	B: -22	C: -10	D: 11	E: -8	F: 98	G: 92	H: -10	I: -3
38. CCOC(=O)C1(C)/C(=N/Nc2ccc(S(N)(=O)=O)cc2)C(=O)C(=O)N1c1ccccc1 (stereo unspecified)
  A: -2.2	B: -10	C: -19	D: 5	E: -3	F: .	G: .	H: .	I: 11
39. COc1ccc(O[C@H]2C=C[C@@H](c3ccccc3)O[C@@H]2CO/N=C(\C)CCN2CCCCc3nc(C)c(C)cc32)cc1
  A: .	B: -5	C: -2	D: -56	E: -6	F: 94	G: 100	H: -3	I: .
40. O=C1/C(=C/c2ccc3c(c2)OCO3)Oc2cc(OCC(=O)N3CCC[C@H]3C(=O)O)ccc21
  A: 5.0	B: 10	C: -16	D: 21	E: .	F: 101	G: 103	H: 3	I: 10
41. O=C1N/C(=C/c2cccn2-c2ccccc2)C(=O)N1c1cccc(Cl)c1
  A: -1.1	B: 32	C: -21	D: 43*	E: -12	F: 94	G: 97	H: -2	I: 6
42. CC(C)N(Cc1cnn(C)c1)Cc1nc(Cc2ccccc2Cl)no1
  A: -1.4	B: 10	C: -10	D: 1	E: -2	F: 102	G: 90	H: -9	I: 1
43. CCc1nnc(NC(=O)CSc2nnc(-c3cccnc3)n2C)s1
  A: 1.2	B: -10	C: -10	D: -6	E: 0	F: 99	G: 99	H: 0	I: -20
44. CCN(CC)CCn1c(NCc2ccco2)nc2ccccc21
  A: -1.5	B: -19	C: 4	D: -1	E: -9	F: 85	G: 101	H: -1	I: 22
45. O=C(NNS(=O)(=O)c1ccccc1F)c1cccc(S(=O)(=O)N2CCOCC2)c1
  A: 0.6	B: -12	C: -6	D: 0	E: 5	F: 91	G: 95	H: -3	I: -13
46. CCCCn1c(=N)c(S(=O)(=O)c2ccc(Br)cc2)cc2c(=O)n3cccc(C)c3nc21
  A: 59*	B: 4	C: -2	D: 1	E: 0	F: 97	G: 93	H: -1	I: -68
47. N/C(CC(=O)Nc1cc(C(F)(F)F)ccc1Cl)=N\O
  A: -1.6	B: 4	C: -6	D: 19	E: -5	F: 97	G: 95	H: 7	I: 22
48. CC(C)c1ccc(NC(=O)C2CCCCC2C(=O)O)cc1 (stereo unspecified)
  A: -1.5	B: 3	C: 4	D: 4	E: -4	F: .	G: .	H: .	I: 14
49. Cc1nnc2sc(COc3ccccc3)nn2c1=O
  A: 0.0	B: 25	C: -7	D: -4	E: -10	F: 103	G: 103	H: 4	I: -7
50. OCCNC(=S)c1ccccc1
  A: -1.1	B: -1	C: -1	D: -1	E: -5	F: 100	G: 97	H: 0	I: 3
